Screens as filed in PubChem.
Peg3 imprint = qHTS Assay for Compounds that Induce Erasure of Genomic Imprints; mouse ES Peg3-LacZ reporter, beta-gal luminescence, 40 h; Potency, µM (top dose mostly 60.7 µM), for inactives: top-dose activity change, positive = activation, usual class: activators; hit rate 0.02% among 110,000; AID 1948, 2009;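 further: 0% = negative control wells on the plate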
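Gelatin-coated wells received 300 freshly trypsinized female ES cells with a Peg3LacZ-Neo reporter on the maternal allele, then incubated 40 hours at 37C. BetaGlo was added for 5 minutes at room temperature before a single luminescence read.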
p53ts 32C tox = qHTS Screen for Compounds that Selectively Target Cancer Cells with p53 Mutations: Cytotoxicity of p53ts Cells at the Permissive Temperature | H1299-p53A138V at 32C, ATP luminescence viability, 24 h | Potency, µM (highest dose often 46.1 µM), for inactives: at the highest dose activity change, negative = cytotoxicity, most hits filed as cytotoxic | hit rate 0.93% among 130,000;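 further: 0% = DMSO and -100% = full killing by reference compound; nearly all actives have a fitted effect of over 55% in size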
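H1299-p53 A138V cells (temperature-sensitive p53) exposed 24 h to up to 46 uM compound at 32C, where p53 is wild-type in conformation. Viability read as ATP luminescence and normalised to DMSO and 100 uM tamoxifen. AC50 fitted with the Hill equation.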
IkB signaling = IkB Signaling; Potency, µM (series often up to 57.1 µM), for the others: at the highest dose IkBa stabilization activation; hit rate 0.04% among 110,000; ABC-DLBCL IkBa-CBG/CBR dual luciferase ratio, 4 h; response scale: scaled: untreated 0%, proteasome inhibitor 100%; active means well fitted curve in the direction sought with a large enough effect in the signal ratio, not every such curve was filed as active; inconclusive means small, poorly fitted or top-dose-only effect, or a change in a side signal; the % refers to the signal ratio;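 further: the direction sought is a rising ratio; 0% = basal untreated cells and 100% = reference inhibitor full response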
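In this assay, an IκBα–CBG68 fusion accumulates when IKK-driven degradation is blocked; native CBR normalizes for cell number. OCI-Ly3 cells were treated 4 h with compound and doxycycline, then green and red light read after Chroma-Glo addition.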
p53ts 39C kill = qHTS Screen for Compounds that Selectively Target Cancer Cells with p53 Mutations: Cytotoxicity of p53ts Cells at the Nonpermissive Temperature | Potency, µM (series often up to 46.1 µM), without a hit: top-dose activity change, negative = cell killing, hits mostly cytotoxic | AID 902, 2007 | H1299-p53A138V viability at 39C, ATP luminescence, 24 h | hit rate 1.5% among 130,000; further: nearly all actives have a fitted effect of over 55% in size
* marks the source's active call; other numbers are inactive results; ? = inconclusive; . = not tested or not shown; [ ] = remark or other dose. Unless noted, the call rests on the fitted dose curve; in most records, active means well fitted curve in the direction sought with a large enough effect; inconclusive means small, poorly fitted or top-dose-only effect, or another doubt; inactive means no such curve, though single readings can be large; an effect the other way counts as inactive or inconclusive. Unless noted, on the % scale 0 is the no-effect control and ±100 the full control effect; potency means the concentration at half of the fitted maximal effect.

SMILES	Peg3 imprint	p53ts 32C tox	IkB signaling	p53ts 39C kill
CCc1nnc2c3ccccc3nc(Nc3ccccc3OC)n12	8.7%[10.9 µM]	-4.8%	-4.5%	7.7%
O=C(c1ccc2c(c1)N(Cc1ccccc1)C(=O)c1ccccc1S2(=O)=O)N1CCC(Cc2ccccc2)CC1	-13.6%[10.9 µM]	3.7%	?	-18.5%
Cn1c(C(C#N)C(=O)Cc2cccc3ccccc23)nc2ccccc21 (stereo not drawn)	7.8%	-9.1%	0.9%	-4.1%
Cc1ccc(NC(=O)C(=O)NCC(c2cccnc2)N2CCN(c3ccccc3F)CC2)cc1Cl (stereo not drawn)	-4.3%[10.9 µM]	16.7%	-0.5%	7.3%
Nc1ncc(S(=O)(=O)NCc2ccc(Cl)cc2)cn1	14.2%[10.9 µM]	5.4%	0.7%	3.9%
Cc1cc(C(=O)NCc2cccnc2)n(-c2ccccc2)n1	-3.3%	-3.6%	-2.6%	-11.8%
COc1ccccc1OC(=O)C1CC(=O)N(c2ccc(Cl)cc2)C1 (stereo not drawn)	1.2%	-10.2%	0.8%	9.0%
COC(=O)c1ccc(OC)c(CSc2nnc(-c3ccc(C)cc3)o2)c1	24.2%	-8.2%	1.1%	4.2%
Cc1ccc(-n2nnnc2SCC(=O)Nc2ccc3c(c2)COC3=O)cc1C	-8.1%	6.8%	0.8%	6.4%
Cc1nn(Cc2ccc(Cl)cc2)c(C)c1NC(=O)c1noc2c1CCCCC2	-14.9%	23.6%	?	16.8%
CC(=O)c1ccc(N2CCN(C3C(=O)c4ccccc4N3C(C)=O)CC2)cc1 (stereo not drawn)	-7.1%[10.9 µM]	-7.0%	?	-10.3%
CCOC(=O)c1c(NC(=O)Cn2nnc3ccccc32)sc2c1CCC(C)C2 (stereo not drawn)	-2.7%	7.3%	?	5.8%
O=C(O)C1CSC2c3ccccc3C(=O)N12 (stereo not drawn)	-0.4%	7.1%	0.7%	4.2%
N#CC1=C(N)N2C(=C(C#N)C13CCCCC3)SC1CCCCC12O (stereo not drawn)	-7.3%	11.7%	?	?
CC1CC1C(=O)NCCc1ccc(Cl)cc1 (stereo not drawn)	.	3.7%	.	-0.2%
CCOc1cc(Cn2c(-c3ccc(O)c(OCC)c3)nc3ccccc32)ccc1O	14.5%[10.9 µM]	-1.3%	3.5%	-0.8%
O=C(N/N=C/c1ccc(O)cc1O)c1cc(-c2ccccc2)n[nH]1	.	-15.9%	.	10µM*
COc1ccc(N(C(=O)CNC(=O)c2ccco2)C(C(=O)NC2CCCCC2)c2ccco2)cc1 (stereo not drawn)	-4.1%	9.5%	-0.7%	7.5%
COc1ccc(OC)c(NC(=O)CN(c2ccc(C(C)C)cc2)S(=O)(=O)c2c(C)noc2C)c1	-21.3%	-28.2%	1.0%	?
O=c1c2ccccc2nc(-c2ccccc2)n1CCCn1ccnc1	-8.5%	-10.3%	2.0%	8.9%
O=C(O)Cc1ccc(O)c(O)c1	-16.0%	-6.3%	-0.8%	0.4%
CC(C)(C)NC(=O)CN(C(=O)CS(=O)CC(=O)Nc1ccc(F)cc1)c1ccccc1 (stereo not drawn)	1.8%	3.2%	4.9%	-3.2%
C[C@@H]1C[C@H](C)CN(S(=O)(=O)c2cc(Cl)c(Oc3ccc([N+](=O)[O-])cc3Cl)c(Cl)c2)C1	20.6%[10.9 µM]	7.8%[9.22 µM]	2.2%[11.4 µM]	10.1%[9.22 µM]
CCC(C)COC(=O)C(C#N)c1nc2ccccc2nc1N1CCCCC1 (stereo not drawn)	-6.2%	3.3%	1.1%	4.3%

Shown as a markdown table: entries from further up.
| smiles | Peg3 imprint | p53ts 32C tox | IkB signaling | p53ts 39C kill |
| --- | --- | --- | --- | --- |
| O=C(N/N=C/c1ccc(O)cc1O)c1cc(-c2ccccc2)n[nH]1 | . | -15.9% | . | 10µM* |
| COc1ccc(N(C(=O)CNC(=O)c2ccco2)C(C(=O)NC2CCCCC2)c2ccco2)cc1 (stereo not drawn) | -4.1% | 9.5% | -0.7% | 7.5% |

Following part
SMILES	Peg3 imprint	p53ts 32C tox	IkB signaling	p53ts 39C kill
OC(CNCCc1ccccc1)c1ccccc1 (stereo not drawn)	-14.3%	-2.1%	-0.8%	-9.0%
CN(C)c1ccc(-c2ccc3ncnc(N(C)C)c3c2)cc1	-24.4%	1.3%	?	?
CCOC(=O)c1sc(NCCNc2nc(C)c(C(=O)OCC)s2)nc1C	-1.4%	7.1%	-0.8%	1.2%
O=C(c1ccc(Cn2cc(Br)cn2)o1)n1cccn1	-4.6%	-2.6%	1.0%	6.3%
Cn1ccc2cc(S(=O)(=O)N3CCN(C(=O)Nc4ccccc4F)CC3)ccc21	-4.7%[10.9 µM]	-4.3%	1.5%	-4.7%
CCOc1ccccc1C(=O)n1nc2nc(C)cc(C)c2c1N	0.8%	9.3%	-0.7%	5.7%
O=C(NCc1ccccc1Cl)c1cnc(N2CCOCC2)c2ccccc12	-8.0%[10.9 µM]	-2.6%	?	-28.0%
Cc1ccc2cc(C#N)c(N3CCCC3)nc2c1C	-2.0%	-3.3%	1.6%	-14.3%
COC(=O)c1ccc(C(NC(=O)OCc2ccccc2)/C(C)=C/[C@@H](C)C(=O)N[C@@H](CO)Cc2ccccc2)cc1 (stereo partly drawn)	-13.7%	5.2%	.	-13.2%
Cc1cc(C)cc(OCCSc2nc3ccc(NC(=O)c4ccc5c(c4)OCO5)cc3s2)c1	2.2%[10.9 µM]	-7.5%	?	7.3%
CCC(C(=O)N1CCN(c2cc(C)ccc2C)CC1)n1nc(C)n2c(cc3occc32)c1=O (stereo not drawn)	-0.9%[10.9 µM]	7.4%	?	-18.7%
COc1ccc(N2CC(C(=O)NCc3cccnc3)CC2=O)cc1 (stereo not drawn)	-5.6%	-1.0%	2.3%	1.8%
Cc1cc(C)n(-c2nc(SCC(=O)N3CCCC3)c3c4c(sc3n2)CCCC4)n1	2.2%	-0.6%	4.8%	-12.1%
Clc1cccc(C=NC=Nc2cccc(Cl)c2)c1	-8.6%	-4.5%	0.0%	-12.7%
COCCNc1ncnc2ccc(-c3ccccc3C)cc12	-15.6%	2.5%	1.7%[11.4 µM]	1.9%
Cc1ccc(-c2nn3c(=O)cc(CN4CCN(C(=O)Nc5cccc(C(F)(F)F)c5)CC4)nc3s2)cc1	-8.0%[10.9 µM]	9.5%	0.0%	-6.3%
O=C(Cc1ccc(-n2cccc2)cc1)NCc1cccs1	-27.6%	-4.1%	0.8%	-0.2%
COc1ccc(CCNC(=O)CCCn2c(=O)[nH]c3cc(OC)c(OC)cc3c2=O)cc1OC	-7.7%	4.4%	-1.2%	5.9%
COc1ccc2oc(=O)c(-c3nc4ccc(C)cc4[nH]3)cc2c1	-16.8%[10.9 µM]	-15.2%	?	?
O=C(NC1CCCCCCC1)c1ccc2c(c1)N(Cc1ccc(F)cc1)C(=O)CS2=O (stereo not drawn)	-20.9%	5.7%	0.2%	-6.6%
CCc1ccc(S(=O)(=O)NCc2csc(-c3ccccc3)n2)s1	-13.1%	9.0%	?	2.2%
O=C1CCc2cc(S(=O)(=O)N3CCC(C(=O)NCc4ccccc4Cl)CC3)ccc2N1	0.7%	-6.9%	5.7%	-11.0%
CC(=O)c1n[nH]nc1NC(=O)c1ccccc1	-13.3%	-6.9%	-0.1%	-7.9%
COc1ccc(-c2noc(CCC(=O)Nc3ccccc3Cl)n2)cc1OC	-8.9%[10.9 µM]	-10.2%	-1.1%	-4.5%

Complete entries, looked up by structure:
COc1ccc(-c2noc(CCC(=O)Nc3ccccc3Cl)n2)cc1OC is listed as Peg3 imprint: -8.9%[10.9 µM]; p53ts 32C tox: -10.2%; IkB signaling: -1.1%; p53ts 39C kill: -4.5%
O=C1CCc2cc(S(=O)(=O)N3CCC(C(=O)NCc4ccccc4Cl)CC3)ccc2N1 is listed as Peg3 imprint: 0.7%; p53ts 32C tox: -6.9%; IkB signaling: 5.7%; p53ts 39C kill: -11.0%

Later entries:
SMILES	Peg3 imprint	p53ts 32C tox	IkB signaling	p53ts 39C kill
CN(c1ccc(C(=O)Nc2ccccc2C(=O)N2CCOCC2)cc1)S(C)(=O)=O	.	-6.1%	.	1.1%
Cc1nc(N2CCCC2)c2c(C(=O)N3CCN(c4ccc(F)cc4)CC3)c(C)oc2n1	8.3%[10.9 µM]	3.6%	?	18.1%
COc1cccc(C(O)c2cnc(C(C)C)n2C)c1OC (stereo not drawn)	5.1%	3.8%	0.8%	-7.3%
CCCCNC(=O)Cn1c(=O)n(C)c2ccccc21	-2.6%	1.5%	-1.0%	7.2%
CNC(=O)CN(c1cc(C)ccc1OC)S(=O)(=O)c1ccc(C)cc1	-5.7%	-2.7%	0.4%	-3.2%
COCCCNC(=O)C1CCN(c2nc3ccc(C)cc3[nH]2)CC1	12.1%[10.9 µM]	-7.1%	-1.4%	-13.8%
COc1ccc(OC)c(C(=O)CN2C(=O)N(c3cc(C)cc(C)c3)S(=O)(=O)c3ccccc32)c1	-11.7%[10.9 µM]	12.9%	-3.1%	8.2%
COc1ccc(CCNC(=O)c2cnc3sc(N4CCCCCC4)nn3c2=O)cc1	-4.9%[10.9 µM]	-13.5%	?	-19.5%
COc1ccc(CC(=O)NCc2ccc3c(c2)CCN3C(=O)c2ccc(Cl)cc2)cc1	-10.2%[10.9 µM]	11.2%	-0.8%	-25.8%
CCCC/C(O)=N\S(=O)(=O)c1ccc(N=NN(C)C)cc1	.	-15.1%	.	-0.5%
Cc1ccccc1NC(=O)CCC(=O)N1CC(C)Sc2ccccc21 (stereo not drawn)	-14.4%[10.9 µM]	9.3%	0.6%	-2.7%
O=C(Cn1ncc2c3ccccc3n(Cc3ccc(F)cc3)c2c1=O)NC1CCCCCC1	6.6%[10.9 µM]	5.6%	1.6%	7.3%
CCSc1nnc(Cn2c(=O)sc3ccccc32)n1C	-12.2%	-0.9%	0.4%	-3.2%
COc1ccccc1CNC(=O)c1cc2sccc2n1Cc1ccc(Cl)cc1	-11.9%[10.9 µM]	4.3%	?	-7.2%
CC(=O)OCc1cc(=O)n(C)c(=O)n1C	1.5%	-3.0%	-0.9%	1.2%
COc1ccc2c(c1)C(=O)CC(c1ccccc1F)O2 (stereo not drawn)	-8.0%	-14.6%	2.3%	-8.8%
CC(C)(CC(=O)OCC(=O)Nc1ccc(F)c(Cl)c1)CC1=NS(=O)(=O)c2ccccc2N1	-2.4%[10.9 µM]	0.9%	?	-26.5%
Cc1ccc2[nH]c3c(c2c1)CCc1cn[nH]c1-3	-6.9%	10.3%	0.2%	-15.8%
Cc1cc(=O)n2c(C(=O)Nc3ccc(C)c(C)c3)c(C(=O)Nc3ccccc3)sc2n1	-1.6%[10.9 µM]	10.1%	?	?
CCOC(=O)c1sc2ncn(CC(=O)Nc3ccc(C)cc3C)c(=O)c2c1C	-4.3%[10.9 µM]	7.0%	2.6%	7.0%
Cc1cc(C)c(S(=O)(=O)Nc2ccccc2C(=O)O)cc1C	.	17.7%	.	4.4%
CC1CCN(C(=O)CSc2nc(N)cc(N)n2)CC1	.	-8.2%	2.8%	-4.4%
O=C(Nc1c(C(=O)N2CCN(c3ccccc3)CC2)oc2ccccc12)c1ccco1	-8.6%[10.9 µM]	-0.3%	?	-2.1%
Cc1cccc(-n2ncc3c(Nc4c(C)cc(C)cc4C)ncnc32)c1	-13.4%[10.9 µM]	11.2%	?	-2.4%
COc1ccc(-c2noc(C)c2-c2ccc3ccccc3n2)c(O)c1	-14.8%	-0.2%	?	-14.2%
CCN1CCSc2ccc(C(=O)NCc3ccccc3Br)cc21	5.2%[10.9 µM]	15.8%	?	-22.3%
COc1ccccc1Cc1nc2ccccc2nc1SCC(=O)N(C)c1ccc(F)cc1	-11.0%[10.9 µM]	22.3%	?	18.7%
Cc1nc2cc(-c3ccccc3)nn2c(C)c1CCC(=O)NCCc1ccccc1	-6.0%[10.9 µM]	0.3%	?	-25.3%
CC(=O)OC1CC(OC(C)=O)[C@]2(C)C(CC(OC(C)=O)[C@@]3(C)C4=CC(=O)OC(c5ccoc5)[C@]4(C)CCC32)C1(C)C (stereo partly drawn)	-10.7%	1.9%	.	-1.1%
CN(Cc1ccccc1)C(=O)C(=O)Nc1ccc2nc3n(c(=O)c2c1)CCCCC3	-11.1%[10.9 µM]	0.7%	?	6.0%
Cc1sc2nc(CN3CCOCC3)nc(Oc3ccc(NC(=O)c4ccco4)cc3)c2c1C	-14.2%	-6.9%	-0.2%	-0.7%
